Screens (PubChem)
PKA-R1A activ – activators of PKA-R1A holoenzyme, primary screen, biochemical, fluorescence polarization, Cy5-IP20, bovine R1A, mouse PKAc | 0.083% of 340,000 active | PKA-R1A dissociation; scaled: DMSO 0%, 113 µM cGMP 100% | activation, % at 11.4 µM;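 active means percent activation above the mean of all tested compounds plus 3 SD, cut at about 19% in these data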;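 further: higher means more PKAc released from R1A so a rise in polarization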
V-ATPase pH – regulators of yeast V-ATPase proton pumping, primary screen, pHLuorin cytosolic pH fluorescence. S. cerevisiae. response, % at 10 µM. 0.37% of 350,000 active. AID 504577, 2011; in the data active means response mostly above about 7.3%, no sharp cut-off; inactive means mostly below about 5.4%; further: actives read high; inactives centre near 0; some compounds called inactive have numbers as strong as hits; reference of the scale not given here
DAGLB inhibitor – DAGLB lipase inhibitors, primary screen, biochemical, fluorescence, HTS; Diacylglycerol lipase-beta (Homo sapiens), Q8NCG7; HEK293T DAGLB membrane lysate, EnzChek fluorogenic substrate; inhibition, % at 5.17 µM; 0.059% of 340,000 active; in the data active means inhibition above about 34%;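 further: 0% = enzyme with vehicle and 100% = wells lacking enzyme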
Pemphigus Ab inh – inhibitors of pemphigus antibody binding to DSG3, primary screen, biochemical, bead-based, flow cytometry, scFv-GFP; Desmoglein-3 (Homo sapiens), P32926; DSG3-coupled beads, scFv-anti-DSG3-GFP binding; stronger effect = lower value; binding (percent of control), % at 10 µM; 0.48% of 310,000 active; AID 588358, 2011;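 active means binding more than 3 SD below its plate's average and above zero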;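 further: hits lower antibody fragment binding to DSG3; some compounds called inactive have numbers as strong as hits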
OPRM1-OPRD1 ag – agonists of OPRM1-OPRD1 heterodimerization, primary screen, cell-based, luminescence; Mu-type opioid receptor (Homo sapiens) + Delta-type opioid receptor (Homo sapiens), …; cells; activation, % at 9.3 µM; 0.3% of 340,000 active; in the data active means activation above about 18%;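 further: 0% = vehicle-treated cells and 100% = reference agonist; values of inactives mirror those of a sister screen read the other way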
Target sequence (P35372 whole entry, looked up): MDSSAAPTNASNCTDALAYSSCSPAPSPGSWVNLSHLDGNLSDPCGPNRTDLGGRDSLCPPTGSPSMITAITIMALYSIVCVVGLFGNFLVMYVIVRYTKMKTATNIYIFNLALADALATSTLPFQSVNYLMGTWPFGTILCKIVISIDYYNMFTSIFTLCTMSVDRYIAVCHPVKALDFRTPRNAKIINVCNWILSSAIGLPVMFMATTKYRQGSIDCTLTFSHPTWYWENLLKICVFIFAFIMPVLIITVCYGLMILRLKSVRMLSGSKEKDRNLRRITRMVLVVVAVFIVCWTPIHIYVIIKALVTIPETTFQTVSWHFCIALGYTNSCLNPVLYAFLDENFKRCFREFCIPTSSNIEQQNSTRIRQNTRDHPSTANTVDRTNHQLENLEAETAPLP
Target sequence (P41143 whole entry, looked up): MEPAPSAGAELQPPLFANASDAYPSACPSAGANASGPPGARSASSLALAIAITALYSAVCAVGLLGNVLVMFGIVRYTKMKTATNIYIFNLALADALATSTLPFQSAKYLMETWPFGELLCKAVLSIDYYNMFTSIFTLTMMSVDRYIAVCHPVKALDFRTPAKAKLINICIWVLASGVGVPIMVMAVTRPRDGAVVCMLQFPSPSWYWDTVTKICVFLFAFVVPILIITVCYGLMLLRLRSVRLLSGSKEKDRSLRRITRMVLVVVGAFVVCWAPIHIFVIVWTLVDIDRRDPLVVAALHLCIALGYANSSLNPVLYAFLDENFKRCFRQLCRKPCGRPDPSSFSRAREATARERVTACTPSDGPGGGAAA
HTR5A inv ag – HTR5A inverse agonists in luminescence cell assay, primary screen, counter-screen for OPRM1-OPRD1 heterodimer inverse agonist project, full-deck HTS; HTR5A cell line, inverse agonism; 0.083% of 340,000 active; inhibition, % at 9.3 µM; in the data active means inhibition mostly above about 23%, no sharp cut-off; inactive means mostly below about 18%;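 further: 0% = cells with DMSO and 100% = no-cell wells with DMSO; some compounds called inactive have numbers as strong as hits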
OPRM1-OPRD1 inv – inverse agonists of MOR-DOR heterodimerization, primary screen, cell-based, luminescence; Mu-type opioid receptor (Homo sapiens) + Delta-type opioid receptor (Homo sapiens), …; cell-based MOR-DOR heterodimer luminescence, inverse agonism; inhibition, % at 9.3 µM; 0.21% of 340,000 active; in the data active means inhibition above about 22%, passing the limit was not always enough;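 further: 0% = cells with DMSO and 100% = wells without cells with DMSO; values of inactives mirror those of a sister screen read the other way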
HTR5A ag ctr – HTR5A agonists in luminescence cell assay, primary screen, counter-screen for OPRM1-OPRD1 heterodimer agonist project, full-deck HTS; AID 504692, 2011; cell-based; 5-hydroxytryptamine receptor 5A (Homo sapiens), P47898; 0.61% of 340,000 active; activation, % at 9.3 µM; in the data active means activation mostly above about 9.5%, no sharp cut-off; inactive means mostly below about 7.6%;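 further: 0% = cells with vehicle only and 100% = reference agonist; strong numbers were not always called active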
PKA-R2B act – activators of PKA-R2B holoenzyme, primary screen, biochemical, fluorescence polarization, Cy5-IP20, human; cAMP-dependent protein kinase catalytic subunit beta (Homo sapiens) + cAMP-dependent …; PKA-R2B holoenzyme dissociation; R2B truncated from residue 108, S112A mutant; 0% DMSO only, 100% 113 µM cGMP; activation, % at 11.4 µM; 0.079% of 340,000 active; AID 504700, 2011;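 active means activation above a cutoff set at the mean over all compounds plus 3 SD, cut at about 18% in these data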;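 further: higher means more holoenzyme dissociation and a rise in polarization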
Arr AP2 block – inhibitors of beta-arrestin/AP2 binding, primary screen, biochemical, GPCR trafficking, flow cytometry. beta-arrestin 1 C-terminal peptide binding to AP2 beta2-adaptin appendage (human). FITC-arrestin peptide / GST-AP2 beads; AP2 beta2 appendage carries R879A mutation. inhibition, % at 10 µM. 0.31% of 340,000 active. AID 504490, 2011;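 active means inhibition above a set limit, near 3 SD of compounds lacking own fluorescence, cut at about 54% in these data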;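 further: plate controls were DMSO wells for no effect and 5 µM unlabelled arrestin peptide for full effect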
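System: GST-AP2 R879A glutathione beads | Also added: FITC-arrestin peptide, 50 nM | Times: 12 min plus 1 h, RT | Signal: Bead flow cytometry, FITC channel | Buffer or medium: PBS with 0.05% Tween 20 and 0.1% BSA | Read-out basis: Percent drop in bead-associated FITC signal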
An asterisk follows results filed as active; nt = no result given.

SMILES | PKA-R1A activ | V-ATPase pH | DAGLB inhibitor | Pemphigus Ab inh | OPRM1-OPRD1 ag | HTR5A inv ag | OPRM1-OPRD1 inv | HTR5A ag ctr | PKA-R2B act | Arr AP2 block
CCS(=O)(=O)N1CCCC(C(=O)NCCN(C)Cc2ccccc2)C1 (stereo not drawn) | 1 | -2 | -3 | 106 | -1.1 | -20 | 6 | -2 | -3 | -4
CCn1c(SCC(=O)OC)nc2sc3c(c2c1=O)CC(C)(C)OC3 | -2 | 2 | -2 | 105 | 1.3 | 2 | -7 | -1 | -6 | 7
COCCCNc1nc2cc(OC)c(OC)cc2c2nc(-c3ccccc3)nn12 | -1 | -2 | -1 | 104 | -2.2 | -3 | 13 | 1 | -8 | 4
COc1ccc(S(=O)(=O)N2CCC(C(=O)N[C@H](C(=O)N3CCCCCC3)C(C)C)CC2)cc1 | 0 | 0 | 5 | nt | -0.2 | 13 | 1 | 0 | -2 | -1
COc1ccc(C(CNC(=O)c2cccc(S(=O)(=O)NCc3ccccc3)c2)N(C)C)cc1 (stereo not drawn) | -9 | 4 | 2 | 89 | 20* | 12 | -104 | -2 | -1 | 8
COc1cc(OC)cc(C(=O)NCC(=O)NCC(c2ccco2)N2CCCCC2)c1 (stereo not drawn) | -1 | 4 | -4 | 99 | -3.5 | 4 | 13 | -1 | -14 | 22
COc1ccccc1CN(C)C(=O)COC(=O)c1cc(C)oc1C | -12 | 9 | -2 | 101 | -0.7 | 15 | 5 | 3 | -3 | 29
c1cc(CNCCNCc2ccncc2)ccn1 | 2 | 11 | -4 | 93 | 0.3 | 8 | -1 | -2 | 3 | 3
O=C(c1cc2ccccn2n1)N1CCN(Cc2ccccc2)CC1 | -4 | -1 | -1 | 75 | -0.7 | -4 | 4 | 3 | 3 | -1
CCCC(=O)Nc1ccc(C(=O)NCc2ccccc2Cl)cc1 | 4 | -2 | -1 | 103 | -0.3 | -4 | 2 | -9 | 0 | -3
O=C(N(c1ccccn1)c1ccccn1)C12CC3CC(CC(C3)C1)C2 | -10 | 6 | 2 | 98 | 0.9 | 13 | -4 | -5 | 4 | 14
O=C(CCc1ccccc1)Nc1cccc(NC(=O)CCc2ccccc2)c1 | 6 | -5 | -3 | 100 | -1.0 | -34 | 6 | 7 | -9 | -3
O=C(CCn1cnc2ccccc2c1=O)Nc1cccc(Cl)c1Cl | -7 | 3 | -1 | 108 | -0.1 | 25 | 0 | 0 | -4 | -11
CC(C)(C)C(=O)Nc1ccc(C(=O)N/N=C/C2CC3C=CC2C3)cc1 (stereo not drawn) | -9 | nt | -1 | 105 | 0.6 | -14 | -4 | 3 | 1 | -2
Cc1cc(C2=NNC(=NCc3ccccc3)SC2)c(C)n1-c1c(C)n(C)n(-c2ccccc2)c1=O | -3 | 3 | 4 | 81 | -1.2 | 3 | 8 | -1 | 6 | 1
CCOc1ccc(CCNC(=O)c2[nH]c(C)c(C(C)=O)c2CC)cc1OCC | 9 | nt | 0 | 105 | -1.3 | 8 | 10 | 1 | 4 | 6
COCCNC(=O)CN1CCN(C(c2ccccc2)c2ccccc2)CC1 | -2 | 0 | 0 | 97 | -1.6 | -6 | 9 | 2 | -4 | 3
NS(=O)(=O)c1ccc(CCNC(=O)CSc2ccc3ccccc3c2)cc1 | -1 | -1 | -3 | 125 | -0.3 | 13 | 1 | 1 | -7 | -2
CCOc1ccc(CCNC(=O)c2ccc(C)c(N3CCCC3=O)c2)cc1OCC | -1 | -2 | 0 | 107 | 1.1 | -11 | -8 | 4 | -13 | 7
COc1ccccc1NC(=O)CN1C(=O)C(C)SC(C)C1=O (stereo not drawn) | -7 | 4 | -2 | 87 | 1.9 | 3 | -12 | 9 | -7 | -1
COc1ccc(-c2cc(C(=O)Nc3c(C)n(C)n(-c4ccccc4)c3=O)c3ccccc3n2)cc1 | 0 | -3 | -1 | 110 | -2.1 | 9 | 11 | -3 | 13 | -4
Nc1nonc1-n1nnc(C(=O)N/N=C/c2ccc(OCc3ccccc3F)cc2)c1CN1CCCCC1 | -21 | -1 | -5 | -3.4* | 2.4 | 4 | -12 | -1 | 1 | -2
COc1ccc(OCC(=O)Nc2cc(C)c(Cl)cc2OC)c([N+](=O)[O-])c1 | -3 | -1 | -2 | 102 | 0.0 | -16 | 0 | 5 | 10 | 2
CCN(CC)S(=O)(=O)c1ccc(O)c(NS(=O)(=O)c2ccccc2F)c1 | -15 | 1 | 1 | 108 | -1.0 | -20 | 5 | 6 | -7 | -9
Cc1ccc(S(=O)(=O)N2C[C@H]3N(C(=O)OC(C)C)N(C(=O)OC(C)C)C[C@H](OC(=O)NCc4ccco4)[C@@]3(O)C2)cc1 | -7 | 1 | 0 | 109 | nt | nt | nt | nt | -3 | nt
Cc1nnc(SCC(=O)N2CCCCCC2)n(N)c1=O | -8 | 8.0* | -3 | 115 | -0.7 | 10 | 3 | 0 | -1 | 13
CC(=O)OC1c2ccccc2C(=O)N1Cc1ccccc1 (stereo not drawn) | -9 | 6 | -4 | 101 | -1.1 | -3 | 6 | -1 | 8 | 21
CCOC(=O)CS(=O)(=O)c1ccc(C(F)(F)F)cn1 | -11 | -3 | -4 | 98 | -1.0 | -4 | 5 | 2 | -11 | 0
O=C(COC(=O)COc1cccc(Br)c1)NCc1ccc2c(c1)OCO2 | -5 | 0 | -4 | 97 | -0.4 | -16 | 2 | 4 | -7 | -12
Cc1ccc(/C=N/NC(=O)c2cc3c(s2)CCCC3)o1 | -3 | 5 | -11 | nt | 1.9 | -11 | -8 | 4 | 0 | 53
CCCC1C2C(=O)N(c3ccccc3OC)C(=O)C2ON1c1ccccc1 (stereo not drawn) | -9 | -3 | -3 | 108 | 1.0 | -7 | -6 | 7 | -17 | -3
O=C(NC1CCCCC1)c1sc(N2CCOCC2)nc1-c1ccccc1 | -4 | 2 | 0 | nt | -2.5 | -34 | 13 | -2 | -1 | 2
CCC1(C)Cc2ccccc2-c2nc(SCC(N)=O)[nH]c(=O)c21 (stereo not drawn) | -7 | -2 | 6 | 90 | -1.4 | -8 | 8 | 2 | 7 | 8
Cc1ccc(S(=O)(=O)Nc2cccc(-n3cnnn3)c2)cc1 | 7 | 3 | 2 | nt | -1.5 | 15 | 8 | 3 | -1 | -6
O=C(NCCN1CCOCC1)C(=O)NCC1CCCO1 (stereo not drawn) | -10 | 0 | 0 | 94 | -2.2 | -24 | 14 | 4 | -5 | -5
CCC(=O)c1ccc(OCC(=O)N2CCN(c3ccccn3)CC2)cc1 | 1 | 2 | -2 | 101 | -3.2 | -10 | 16 | 2 | -3 | 19
Cc1ccc(CNC(=O)C2CCCN(S(=O)(=O)c3cnc[nH]3)C2)cc1 (stereo not drawn) | -8 | 2 | -1 | 106 | -2.8 | -8 | 14 | 3 | -3 | 0
CCN(CC)C(=O)CN(C#N)c1nc(OC)nc(N(C)C)n1 | -6 | 0 | 0 | 104 | -0.9 | -12 | 5 | 1 | -2 | 24
O=C(NNC(=O)C1CC1)c1ccccc1[N+](=O)[O-] | -1 | 0 | -1 | nt | -3.1 | -10 | 16 | 3 | -1 | -23
CC(C)(C)OC(=O)N1CCC[C@H]1c1nnc(SCc2c(Cl)cccc2Cl)o1 | 6 | -2 | -6 | nt | 1.6 | -10 | -7 | 0 | -7 | -17
O=C(CCS(=O)(=O)c1ccc(Cl)cc1)Nc1nc(-c2cccnc2)cs1 | -6 | -2 | -1 | 103 | -0.6 | 1 | 3 | -1 | 0 | -6
CC1(c2ccccc2)CC(C)(C)N(C(N)=O)c2ccccc21 (stereo not drawn) | 2 | -37 | -2 | 111 | 8.3 | 8 | -40 | -2 | -5 | 30
Cc1ccc(N2CC(C(=O)OCC(=O)Nc3ccccc3C)CC2=O)cc1 (stereo not drawn) | -14 | -3 | 0 | 99 | -2.7 | 14 | 12 | -6 | 8 | 0
CC(=O)c1cccc(NC(=O)c2cc(Cl)sc2Cl)c1 | 3 | 1 | 0 | 99 | -0.1 | 0 | 0 | 0 | 1 | 10
CCOC(=O)c1c(CSc2ccc(C)cc2)n(C)c2cc(Br)c(O)c(CN(C)C)c12 | 0 | 2 | -3 | 105 | 1.0 | 5 | -5 | 5 | -4 | -3
COC(=O)C1=C(C)Nc2c(c(=O)n(C)c(=O)n2C)C1c1ccncc1 (stereo not drawn) | -5 | -2 | 1 | 98 | -4.4 | 8 | 20 | -3 | -8 | 36
Cc1[nH]nc(Nc2ccc(C(C)C)cc2)c1[N+](=O)[O-] | -4 | 4 | 1 | 111 | 2.2 | 20 | -12 | -5 | -7 | -3
CC[C@]1(O)CC2CN(CCc3c([nH]c4ccccc34)[C@@](C(=O)OC)(c3cc4c(cc3OC)N(C=O)[C@H]3[C@@](O)(C(=O)OC)[C@H](OC(C)=O)[C@]5(CC)C=CCN6CC[C@]43[C@@H]65)C2)C1 (stereo partly drawn) | -5 | 1 | 2 | 114 | 2.4 | -6 | -13 | 2 | -4 | 9
C=CCn1nnnc1SCC(=O)Nc1ccc(OC)cc1 | -7 | 0 | 0 | 112 | -1.6 | 5 | 7 | -2 | 5 | 4
C=CCN(c1ccccc1)S(=O)(=O)c1cc(C(=O)NC2=NCCS2)ccc1Cl | -4 | 3 | 0 | 100 | -3.4 | -6 | 19 | 2 | 7 | 7

(more compounds)
SMILES | PKA-R1A activ | V-ATPase pH | DAGLB inhibitor | Pemphigus Ab inh | OPRM1-OPRD1 ag | HTR5A inv ag | OPRM1-OPRD1 inv | HTR5A ag ctr | PKA-R2B act | Arr AP2 block
Nc1nc(SCC(=O)c2cccs2)n[nH]1 | -3 | -1 | 2 | 100 | 0.9 | 8 | -5 | 6 | -3 | 1
COc1ccc2oc(C(=O)OCC(=O)NC(=O)NC(C)C)c(C)c2c1 | -1 | -2 | 0 | 102 | -1.5 | -4 | 7 | 1 | 4 | -1
COC(=O)/C=c1\sc2ncnn2c1=O | -8 | -1 | -1 | 89 | -0.6 | 14 | 3 | -5 | -9 | 6
Fc1ccc(-c2cc(-c3ccccc3)nc(-n3cccn3)n2)cc1 | -5 | -3 | -7 | 85 | 1.6 | 12 | -8 | 2 | 0 | 4

Structures listed so far printed as active in V-ATPase pH.
structure	PKA-R1A activ	V-ATPase pH	DAGLB inhibitor	Pemphigus Ab inh	OPRM1-OPRD1 ag	OPRM1-OPRD1 inv	PKA-R2B act	Arr AP2 block
Cc1nnc(SCC(=O)N2CCCCCC2)n(N)c1=O	-8	8.0*	-3	115	-0.7	3	-1	13
